Screening data deposited in PubChem BioAssay by several laboratories.
HTR2A ag: agonists of mouse serotonin 5-HT2A receptor (HTR2A); activation, % at 7.6 µM; CHO-K1 mHTR2A beta-arrestin complementation, luminescence; percent of 30 µM serotonin response; 360,000 compounds, 0.66% hits;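 active = activation above a run cutoff, the mean activation of all tested compounds plus 3 SD, cut at about 14% in these data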;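 note: 0% = plate median of compound wells and 100% = 30 µM serotonin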
PDI turbidity: blocks human protein disulfide isomerase activity | P07237 | PDI insulin aggregation turbidity, A650, 90 min | inhibition, % at 10 µM | 350,000 compounds, 0.052% hits | AID 588391;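 active = mean inhibition across replicates of 30% or more, whatever share of single replicates reach that level; inconclusive = mean inhibition below 30% while every single replicate reaches 30%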;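 note: absorbance from insulin aggregation driven by PDI reduction with DTT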
Target sequence (P07237 whole entry, looked up): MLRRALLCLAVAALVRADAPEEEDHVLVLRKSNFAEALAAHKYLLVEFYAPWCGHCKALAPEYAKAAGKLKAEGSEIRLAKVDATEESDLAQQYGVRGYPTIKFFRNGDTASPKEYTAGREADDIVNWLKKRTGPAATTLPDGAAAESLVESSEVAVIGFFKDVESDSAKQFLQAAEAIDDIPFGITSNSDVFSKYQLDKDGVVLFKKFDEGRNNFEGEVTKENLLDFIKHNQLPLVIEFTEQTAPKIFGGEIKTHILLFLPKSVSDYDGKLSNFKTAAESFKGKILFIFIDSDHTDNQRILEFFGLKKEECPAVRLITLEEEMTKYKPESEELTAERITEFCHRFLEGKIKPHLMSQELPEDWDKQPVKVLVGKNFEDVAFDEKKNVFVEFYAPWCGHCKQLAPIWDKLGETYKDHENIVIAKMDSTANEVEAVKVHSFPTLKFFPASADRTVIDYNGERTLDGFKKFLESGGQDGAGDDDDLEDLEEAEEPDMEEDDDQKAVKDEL
MC4R ag barr: agonists of human melanocortin 4 receptor (MC4R) beta-arrestin. P32245. U2OS MC4R beta-arrestin complementation, luminescence; percent of melanotan II response, DMSO zero. activation, % at 8.9 µM. 360,000 compounds, 0.98% hits. AID 540308;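 active = activation above a per-plate cutoff, the mean activation of sample wells on that plate plus 3 SD, cut at about 8% in these data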
Target sequence (P32245 whole entry, looked up): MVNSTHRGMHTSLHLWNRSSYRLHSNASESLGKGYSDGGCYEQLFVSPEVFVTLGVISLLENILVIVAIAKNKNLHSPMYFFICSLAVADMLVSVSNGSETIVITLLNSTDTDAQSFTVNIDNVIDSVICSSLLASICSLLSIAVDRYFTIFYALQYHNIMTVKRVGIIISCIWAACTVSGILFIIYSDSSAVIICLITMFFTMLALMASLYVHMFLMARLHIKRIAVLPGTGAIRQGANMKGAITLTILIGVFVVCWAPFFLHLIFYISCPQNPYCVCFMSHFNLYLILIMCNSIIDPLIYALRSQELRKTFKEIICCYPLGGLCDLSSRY
Glyco luc inh: blocks N-linked glycosylation in D54 reporter cells; 360,000 compounds, 0.23% hits; reporter increase, % at 12.5 µM; AID 588692; D54 ERlucT glycosylation luciferase reporter, 24 h; percent of 100 nM tunicamycin response;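 active = mean luciferase reporter signal, scaled so untreated is 0 and the glycosylation-blocking control 100, at or above a set limit in every replicate; inconclusive = mean reaches the limit but not every replicate does; inactive = mean below the limit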;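 note: luciferase carries N-glycosylation sites so blocking glycosylation raises the light; 0% = median of neutral control wells and 100% = median of 100 nM tunicamycin wells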
Vif inh: HIV Vif inhibition; inhibition, % at 7.49 µM; 340,000 compounds, 0.35% hits; HEK293T cells, Vif self-association by quenched fluorescence, imaging, 24 h; AID 602346; in the data active = inhibition above about 50%, passing the limit was not always enough; inconclusive = no clear call, values can overlap the other calls; inactive = below about 31%; note: some results filed as inactive read as strong as hits
MC4R antagonist: antagonists of human melanocortin 4 receptor (MC4R); P32245; MC4R-expressing cells, MTII-stimulated cAMP, LANCE TR-FRET; inhibition, % at 6.5 µM; 360,000 compounds, 0.48% hits;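 active = inhibition above its plate's cutoff, the mean of tested wells on that plate plus 3 SD, cut at about 29% in these data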;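 note: 0% = Melanotan II alone and 100% = Melanotan II plus saturating MCL0020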
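Assay system: U2OS-MC4R stable cell line; Also added: Melanotan II; Technique: Eu-cAMP/anti-cAMP TR-FRET, emission 671 nm; Times: 30-min compound, 1-h challenge, 1-h detection, room temperature.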
Cardio protect: myocardial damage modulation in H9c2 cells. protection from H2O2 cell death, % at 20 µM. AID 588492. H9c2 cardiomyocytes, H2O2 injury protection, ATPLite, 2 h. 360,000 compounds, 0.63% hits;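 active = compounds giving at least 50% protection of heart cells from peroxide-induced death in the single-dose screen, raw or plate-pattern-corrected value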;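 note: 0% = DMSO wells with peroxide and 100% = DMSO wells without peroxide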
ABCB6 inh MLPCN: human ABCB6 transporter inhibition; K562-ABCB6 porphyrin accumulation, flow cytometry, 1 h; active compounds read low; fluorescence ratio to DMSO, % at 10 µM; 360,000 compounds, 0.19% hits; AID 602162;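 active = fluorescence ratio to DMSO below 75%, the collection mean minus 3 SD; inconclusive = too few cells collected in the well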;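 note: signal is porphyrin accumulated inside mitochondria; 100% equals median channel fluorescence of DMSO control wells; lower ratio means ABCB6 inhibition with less porphyrin fluorescence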
aDG glyco act: increases alpha dystroglycan glycosylation | Pro5-aDG cells, alpha-DG glycosylation AlphaScreen (IIH6); 0% Pro5, 100% B10-LARGE cell signal | activation, % at 10 µM | 360,000 compounds, 0.22% hits | AID 624168;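 active = activation of at least 8% versus controls, or a plate z-score of at least 8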;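 note: Pro5 are CHO cells carrying HIG-tagged alpha-DG that lacks glycosylation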
CaV13 FRET inh: Primary screen for inhibitors of IQ motif and Ca2+-dependent inactivation inhibitor domain binding in CACNA1D, Förster resonance energy transfer in living cells, …; HEK cells, CFP/YFP FRET ICDI-IQ, plate reader, 10 min; percent FRET-ratio fall versus neutral wells; inhibition, % at 12.3 µM; 340,000 compounds, 0.098% hits;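 active = mean replicate inhibition of at least 30% and at least 1% of replicates passing that level; inconclusive = only one of the two criteria is met; inactive = neither criterion is met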;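 note: 0% = median of the neutral control wells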
* marks the source's active call; other numbers are inactive results; u = inconclusive; x = not tested or not shown.

Below each compound – HTR2A ag	PDI turbidity	MC4R ag barr	Glyco luc inh	Vif inh	MC4R antagonist	Cardio protect	ABCB6 inh MLPCN	aDG glyco act	CaV13 FRET inh
- CC1CC(C)CN(CCCNC(=O)c2ccc3c(c2)NC(=O)C(N2CCCCC2)S3)C1 (stereo unspecified)
 : 0	3	-2.3	-4	-11	7	0	110	0.6	-5
- COc1ccc(CSCC(=O)NCCC(C)C)cc1
 : -4	-5	-4.2	0	6	5	15	98	0.0	-4
- O=C(Nc1ccc(Br)cn1)c1ccc(Br)s1
 : -4	-1	2.9	2	1	-11	-11	93	0.1	-16
- N#Cc1c(-c2ccc(F)cc2)nc(-c2ccccc2)[nH]c1=O
 : 1	-18	-0.2	0	3	2	0	101	-0.5	-4
- NS(=O)(=O)c1cc(C(=O)OCC(=O)Nc2ccc3[nH]c(=O)[nH]c3c2)ccc1Cl
 : 2	-4	-1.9	2	-4	13	4	100	-0.1	-5
- O=C(NCCc1c[nH]c2ccccc12)c1ccc(F)cc1F
 : -3	-2	-1.2	4	-7	4	1	94	0.0	-3
- O=c1sc2ccccc2n1COc1ccccc1
 : -5	9	3.2	1	-2	2	6	101	0.1	-2
- COc1ccc(CCn2c(N3CCOCC3)nc3c2c(=O)[nH]c(=O)n3C)cc1
 : 1	13	-2.8	2	4	-1	3	98	0.0	-7
- COc1ccc(C2c3c(n[nH]c3C)CC(C)(O)C2C(C)=O)cc1OC (stereo unspecified)
 : 0	-13	-1.8	2	21	-5	-1	99	0.0	-4
- C[C@H]1CN([C@@H](C)CO)C(=O)c2c(c3ccccc3n2C)-c2ccccc2CO[C@H]1CN(C)C(=O)[C@@H]1CCCN1C
 : 1	3	0.5	2	2	0	6	96	0.0	-7
- O=S(=O)(N/N=C\C=C\c1ccccc1)c1ccc(Cl)cc1
 : 1	-1	4.9	-4	x	13	1	100	0.9	-10
- CC(=O)Nc1ccc(S(=O)(=O)Nc2cc(C)c(-n3nc4ccccc4n3)cc2O)cc1
 : 0	-6	11*	-1	x	-11	-4	96	0.3	-12
- O=C(NCCCc1ccccc1)C1CCN(c2nnc(-n3cccc3)s2)CC1
 : -10	5	-0.7	-2	-5	1	-5	103	0.0	-5
- CC(=O)c1cccc(NC(=O)C2C3CCC(C3)C2C(=O)O)c1 (stereo unspecified)
 : 3	-2	-1.1	2	-4	12	2	98	0.0	-3
- COc1ccc(CN2CCN(C(=O)c3cccc4ccccc34)CC2)cc1OC
 : -5	0	-0.1	2	-1	-1	-6	99	0.1	-1
- Cc1ccc2c(c1)nnn2C1CCN(C(=O)C23CC4CC(CC(C4)C2)C3)CC1
 : -5	-3	0.9	-1	-20	-1	0	92	0.2	-4
- N#CCCN(C(=O)COC(=O)c1ccc(CNS(=O)(=O)c2ccc(F)c(Cl)c2)cc1)c1ccc(F)cc1
 : 2	-5	1.4	1	-13	15	-8	95	0.9	-4
- CSC1=N/C(=C\c2cccnc2)C(=O)N1c1ccccc1
 : -1	7	-1.8	2	10	-11	-8	96	0.2	-5
- NC(=O)NC(=O)COC(=O)CCCc1c[nH]c2ccccc12
 : 3	-4	0.7	1	9	10	9	97	-0.1	-7
- CC1(C)NC(C(=O)O)Cc2c1[nH]c1ccccc21 (stereo unspecified)
 : -3	-10	-0.8	1	2	6	11	104	0.2	-5
- Cc1cc(C2=NNC(=Nc3ccc(S(=O)(=O)N4CCOCC4)cc3)SC2)c(C)n1CC1CCCO1 (stereo unspecified)
 : 1	2	-2.4	-1	-1	13	-2	98	-0.1	-4
- Cn1c(SCC(=O)N2c3ccccc3Sc3ccccc32)nnc1-c1ccco1
 : -4	-2	-0.5	1	-2	4	-2	89	0.1	x
- CCCn1c(Cc2ccccc2)nnc1SCC(=O)N1CCOCC1
 : -4	9	-1.9	1	14	4	9	100	-0.1	-5
- O=C1NN(CCO)C(=S)Nc2ccccc21
 : 5	5	-0.2	4	0	-3	4	100	0.2	-7
- CCn1c(/C=C/c2ccccc2)nc2ccccc21
 : -3	-3	-1.0	-13	-11	9	-22	80	1.6	-3
- Clc1ccc(NCc2cccnc2)cc1
 : -4	0	0.0	1	-3	-3	-1	98	0.1	-3
- CCOc1ccc(-n2nc(C(=O)N3CCN(CC)CC3)c3ccccc3c2=O)cc1
 : -4	8	-0.7	1	x	11	1	99	0.7	-4
- CCN(CC)c1ccc(C(=O)NNC(=O)C2CCN(c3ncnc4sc(C)c(C)c34)CC2)cc1
 : -5	-15	-1.6	0	-8	8	7	105	-0.3	-12
- CC(=O)NCC12CC3CC(C1)CC(C(=O)O)(C3)C2
 : -2	-18	-1.8	0	1	2	-2	97	-0.2	-8
- CCOC(=O)CN1C(=O)N[C@@H](CCc2ccccc2)[C@@H](C(=O)OC)[C@H]1C
 : 3	2	-1.5	0	-2	-4	-2	99	0.0	-13
- O=S(=O)(c1ccccc1)N1CCc2ccccc2C1
 : -4	0	0.8	-1	-4	11	-4	107	0.1	-20
- CCC1(c2ccccc2)NC(=O)N(CC(=O)Nc2ccc(S(N)(=O)=O)cc2)C1=O (stereo unspecified)
 : -2	-1	-0.8	-1	38	2	4	98	-0.1	-2
- NC(=O)NN=C1C2CCCC1C(c1ccccc1)NC2c1ccccc1 (stereo unspecified)
 : -1	-3	4.9	5	9	2	-4	95	0.1	-15
- CC(O)[C@@H](C(=O)N1CCNCC1)n1cc(CCCCN)nn1 (stereo partly specified)
 : 9	-4	-2.4	2	1	-1	12	104	-0.1	-6
- NS(=O)(=O)c1ccc(CCNC(=O)c2ccc(CS(=O)(=O)c3ccc(Br)cc3)o2)cc1
 : 2	-4	-3.0	2	13	9	6	104	-0.1	-7
- CC(=O)Nc1ccc(S(=O)(=O)NCc2ccc(C(=O)NCc3ccc4c(c3)OCO4)cc2)cc1
 : -7	-1	-1.6	0	x	2	1	98	-0.2	x
- COc1ccc(/C(C)=N/NC(=O)C2CC2)cc1
 : 2	-1	0.3	3	10	3	6	99	-0.3	0
- Cc1ccc(COc2ccc(C(=O)NN)cc2)cc1
 : 3	3	6.8	2	0	4	11	112	-0.4	-4
- Cc1c(O)c(CN2CCCCC2)cc2c3c(c(=O)oc12)CCC3
 : -1	-5	-1.2	3	-5	5	6	97	-0.1	-4
- COc1cc(OC)c(OC)cc1CNCc1ccco1
 : -7	0	-1.9	1	2	19	4	101	0.1	-4
- Cc1cc2oc(=O)cc(COC(=O)Cn3cnnn3)c2cc1C(C)C
 : -1	3	0.5	3	-1	10	4	106	0.3	-2
- CCOC(=O)c1ccc(NC2c3ccccc3C(=O)N2c2cccnc2)cc1 (stereo unspecified)
 : -6	x	-1.3	0	x	9	2	97	-0.4	-6
- C=CCNC(=O)COC(=O)c1nc2nccc(C)n2n1
 : 0	11	-1.0	1	34	1	4	91	-0.3	-5
- COc1ccccc1-c1cc(C(=O)NCc2ccc(F)cc2)no1
 : -4	-1	-0.7	-1	-1	-2	-4	92	0.2	-7
- CCc1cccc(C)c1N(C(=O)Cn1c(=O)[nH]c2ccccc21)C(C)COC (stereo unspecified)
 : 9	8	-1.0	-1	-13	-4	6	95	-0.2	0
- Cc1ccc(S(=O)(=O)NCC(=O)N(CC(=O)NCc2ccco2)Cc2ccc(F)cc2)cc1
 : 1	0	1.8	-1	-3	16	0	97	0.0	-8
- CCN(CC(=O)NC1CCS(=O)(=O)C1)S(=O)(=O)c1cc(Br)ccc1Br (stereo unspecified)
 : 1	3	-0.3	2	-3	-2	-7	102	0.5	-2
- CCOc1ccc(N(CC(=O)N2CCCC2)S(=O)(=O)c2ccc(Cl)cc2)cc1
 : 0	5	-2.5	0	-12	6	3	100	0.3	-3
- O=C(CC1C(=O)NCCN1Cc1ccoc1)NCc1cccc(OC(F)(F)F)c1 (stereo unspecified)
 : 0	7	2.1	0	-2	1	0	99	0.1	-1
- O=Cc1c(NC2CCCCC2)c2ccccc2[nH]c1=O
 : 2	1	0.2	-2	-1	24	3	106	-0.2	-20
- CCOC(=O)C(C)S(=O)(=O)c1ccc(C(F)(F)F)cn1 (stereo unspecified)
 : -7	6	-2.5	-1	1	7	14	97	1.0	-1
- O=C(OCC#CCSc1nnc(-c2cccc3ccccc23)o1)c1cc2ccccc2o1
 : 1	-4	-2.4	2	-2	4	-7	u	-0.2	-6
- O=c1ccc2cc(S(=O)(=O)N3CCN(c4cc(Cl)ccc4Cl)CC3)ccc2o1
 : 2	2	-0.5	-1	-1	10	-2	92	0.3	-5
- O=C(O)C[C@H]1c2cc(C(F)(F)F)ccc2S(=O)(=O)N1Cc1ccccc1
 : -4	2	-1.4	5	3	9	2	101	0.0	-11
- O=c1c2ccccc2nc2n1CCCCC2
 : 5	4	-1.1	0	14	5	20	83	0.0	3
- O=C(Cn1ncn2cccc2c1=O)N1CCCCC1
 : -4	-1	-1.9	-1	-12	1	-5	114	0.0	-5
- COc1cc(/C=C(/Sc2nnc(-c3ccc(F)cc3)o2)C(=O)O)ccc1OC(F)F
 : 2	1	0.1	-1	-9	10	-3	97	0.1	-6
- CCOC(=O)c1sc2nc(SC)nc(-c3ccc(Cl)cc3)c2c1N
 : -3	-5	-2.6	3	1	3	-3	100	-0.2	-5
- COCCSc1nnc(NC(=O)CS(=O)(=O)c2ccc(C)cc2)s1
 : 8	-6	2.0	0	6	8	3	112	-0.3	-2
- O=C(OCC(=O)N1CCN(C(=O)c2ccco2)CC1)c1cc(-c2ccc(Cl)c(Cl)c2Cl)nc2ccccc12
 : 2	-7	11*	0	-19	-2	0	96	-0.1	-5

Carrying on.
Below each compound – HTR2A ag	PDI turbidity	MC4R ag barr	Glyco luc inh	Vif inh	MC4R antagonist	Cardio protect	ABCB6 inh MLPCN	aDG glyco act	CaV13 FRET inh
- C[n+]1ccccc1/C=C/c1ccc(F)c(F)c1
 : 5	-4	0.0	-2	-2	8	3	96	-0.1	9
- O=C(CSc1nnc(-c2ccco2)o1)c1ccc([N+](=O)[O-])cc1
 : 6	-3	-2.4	3	4	6	1	101	0.0	-15
- CCc1cccc(C)c1NC(=O)c1ccc2nc(N3CCOCC3)sc2c1
 : -1	12	-2.2	1	-1	10	8	96	-0.2	-6
- COC(=O)C1=C2SCC(=O)N2C(N)=C(C#N)C1
 : -3	3	-0.3	1	-4	-3	1	99	0.0	-2
- CC(=NNC(N)=O)C1CC2CCC1CC2 (stereo unspecified)
 : 3	3	-0.5	-1	2	-1	-2	102	-0.1	-5
- Cc1cccc(OCC(=O)NNC(=O)c2cc3ccccc3oc2=O)c1
 : -2	0	-0.3	1	7	10	-17	103	-0.1	0
- O=C(CNC(=O)c1ccc(Cl)cc1)OCC(=O)c1ccccc1
 : 1	0	-0.6	0	13	27	-2	97	0.1	-4
- O=C(Cc1ccc(Cl)cc1)Nc1ccc2oc(-c3ccncc3)nc2c1
 : -3	-11	3.7	-6	-12	8	-14	89	-0.3	-6
- CCc1nc2sccc2c(=O)[nH]1
 : -2	2	-3.4	2	-5	2	9	98	-0.2	-13
